DRD3 agonist: D3 dopamine receptor (human) agonism. D3R DiscoveRx beta-arrestin cells, luminescence, 90 min. max activation, %. hit rate 0.58% among 410,000. P35462; in the data active = max activation above about 30%; note: 0% is about no effect; mostly tested at two doses, the higher about 12 µM
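Agonist mode: compounds and dopamine controls were applied to plated cells for 90 min at 37 degrees C after an overnight attachment at 1500 cells/well. Luminescent read-out followed 30 - 60 minutes at room temperature with DiscoveRx detection reagent.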
HEK293 tox: cytotoxicity counter-screen for GLP-1 receptor inverse agonists; HEK293 cAMP-luciferase reporter cells, luminescence, 24 h; Potency, µM (highest dose often 38.3 µM), inactives show at the highest dose activity change, negative = inhibition, most hits filed as inhibitors; hit rate 0.13% among 410,000; AID 624418;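 note: loss of luciferase light is scored as toxicity; potency is the fitted concentration of half-maximal effect; % is set by controls: 0 for no effect and ±100 for the full control effect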
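To flag toxic compounds, the library was rerun on cells for 24 hr at 37 deg C and 5% CO2. Viability-linked luminescence was captured 12 min after adding luciferase detection reagent.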
GLP-1R agonist: activates the human GLP-1 receptor | HEK293 GLP-1R CRE-luciferase, luminescence, 4-6 h; cells express a hypersensitive GLP-1R form | Potency, µM (highest dose often 45.6 µM), without a hit: at the top dose activation, actives largely listed as activators | P43220 | hit rate 0.007% among 380,000; note: potency is the fitted concentration of half-maximal effect; % of control where 0% means no effect
Target sequence (P43220 whole entry, looked up): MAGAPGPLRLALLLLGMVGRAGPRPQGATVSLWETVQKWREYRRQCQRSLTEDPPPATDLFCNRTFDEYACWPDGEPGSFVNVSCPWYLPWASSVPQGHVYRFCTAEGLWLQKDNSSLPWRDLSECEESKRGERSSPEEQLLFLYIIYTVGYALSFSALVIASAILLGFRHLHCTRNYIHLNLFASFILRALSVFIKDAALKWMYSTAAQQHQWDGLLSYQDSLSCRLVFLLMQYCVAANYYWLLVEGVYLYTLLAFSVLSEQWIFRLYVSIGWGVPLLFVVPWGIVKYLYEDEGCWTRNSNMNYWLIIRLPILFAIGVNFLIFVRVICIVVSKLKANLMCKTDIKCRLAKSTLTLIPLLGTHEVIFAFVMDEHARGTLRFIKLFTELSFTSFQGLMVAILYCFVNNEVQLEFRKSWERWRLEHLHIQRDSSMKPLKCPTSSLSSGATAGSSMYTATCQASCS
KB-V1 cytotox: kills drug-selected multidrug resistant KB-V1 cells; KB-V1 MDR cells viability, CellTiter-Glo, 72 h; Potency, µM (series often up to 46.1 µM), inactives show at the top dose activity change, negative = cytotoxicity, usual class: cytotoxic; hit rate 3.4% among 400,000; note: potency is the fitted concentration of half-maximal effect; % is set by controls: 0 for no effect and ±100 for the full control effect; nearly all actives have a fitted effect of over 60% in size
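In this primary screen, KB-V1 cells overexpressing P-gp are incubated with library compounds (lowest to highest concentration) for 72 h at 37 degrees C before a luminescent ATP viability read.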
TDP-43 yeast inh: TDP-43 toxicity inhibition in yeast. TDP-43 expressing yeast growth rescue, BacTiter-Glo, 24 h. Potency, µM (doses to about 46.1 µM), for inactives: at the top dose growth rescue (activation), hits mostly activators. hit rate 1.8% among 410,000. AID 652104; note: potency is the fitted concentration of half-maximal effect; % of control where 0% means no effect; nearly all actives have a fitted effect of over 50% in size
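Yeast expressing TDP-43 (pregrown in raffinose, seeded at OD600=0.02 in galactose medium) exposed to compounds 24 hr at 30 deg C. Growth read by BacTiter-Glo luminescence; rescue of toxicity appears as increased signal.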
D3 antag: antagonists of human D3 dopamine receptor | P35462 | D3R cells, DiscoveRx beta-arrestin luminescence, antagonist mode; hits give low values | max response, negative = inhibition, % | hit rate 2.5% among 360,000; in the data active = max response below about -50%; inconclusive = no clear call, values can overlap the other calls; note: % is set by controls: 0 for no effect and ±100 for the full control effect; mostly tested at two doses, the higher about 12 µM
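Cells plated overnight at 1500 cells/well, then exposed to library compounds with dopamine controls for 90 minutes at 37 degrees C. DiscoveRx reagent added for 30–60 minutes at room temperature; luminescence read, quantitative HTS format.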
aSyn rescue: inhibitors of alpha-synuclein toxicity in yeast; Yeast expressing alpha-synuclein, growth rescue, BacTiter-Glo, 24 h; Potency, µM (titrated, usually from 46.1 µM), without a hit: at the top dose growth rescue (activation), actives largely listed as activators; hit rate 0.14% among 370,000; AID 652106; note: potency is the fitted concentration of half-maximal effect; % of control where 0% means no effect; nearly all actives have a fitted effect of over 65% in size
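Rescue of yeast growth: cells expressing toxic alpha-synuclein, induced in galactose at OD600 0.02, incubated with compound 24 h at 30 C. ATP luminescence quantified growth; inhibitors of toxicity appear as activators.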
PTHR1 ag: agonists of human PTHR1 parathyroid hormone receptor; Q03431; HEK293 GP2 PTHR1 cells, GloSensor cAMP luminescence, 1 h; Potency, µM (series often up to 115 µM), without a hit: at the highest dose activation, most hits filed as activators; hit rate 0.075% among 410,000; note: potency is the fitted concentration of half-maximal effect; nearly all actives have a fitted effect of over 55% in size; some results filed as inactive show a strong effect at the top dose; inactives centre near -15; many of its hits are not listed in these tables
Target sequence (Q03431 whole entry, looked up): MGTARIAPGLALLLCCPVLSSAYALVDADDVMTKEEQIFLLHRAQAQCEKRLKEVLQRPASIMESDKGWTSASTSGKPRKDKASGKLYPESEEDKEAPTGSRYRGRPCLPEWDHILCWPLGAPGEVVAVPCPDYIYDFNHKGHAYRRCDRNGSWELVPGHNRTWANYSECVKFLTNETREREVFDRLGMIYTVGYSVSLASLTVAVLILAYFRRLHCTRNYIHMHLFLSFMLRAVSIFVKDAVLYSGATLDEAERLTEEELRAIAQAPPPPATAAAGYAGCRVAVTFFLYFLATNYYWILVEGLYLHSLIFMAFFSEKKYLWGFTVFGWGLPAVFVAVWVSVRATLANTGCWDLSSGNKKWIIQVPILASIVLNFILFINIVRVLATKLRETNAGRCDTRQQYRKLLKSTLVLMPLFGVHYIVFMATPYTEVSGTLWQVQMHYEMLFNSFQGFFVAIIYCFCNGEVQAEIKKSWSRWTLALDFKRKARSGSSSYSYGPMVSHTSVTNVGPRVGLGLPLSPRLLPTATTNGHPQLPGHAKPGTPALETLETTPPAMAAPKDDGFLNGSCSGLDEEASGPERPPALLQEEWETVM
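HEK-293-derived GP2 cells expressing PTHR1 and a GloSensor cAMP reporter, 3,000/well, plated overnight, given luciferin plus IBMX (each 0.5 mM as added) for 1 h at 37 °C, then compound for 1 h at 37 °C. Luminescence was read after 15 min at room temperature.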
GLP1R inv ag: inverse agonists of human GLP-1 receptor; P43220; HEK293 GLP-1R CRE-luciferase, luminescence, 24 h; GLP-1R form is constitutively active; Potency, µM (doses to about 38.3 µM), without a hit: at the highest dose activity change, negative = inhibition, actives largely listed as inhibitors; hit rate 1.6% among 410,000; AID 624417; note: potency is the fitted concentration of half-maximal effect; % is set by controls: 0 for no effect and ±100 for the full control effect; nearly all actives have a fitted effect of over 55% in size
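GLP-1R inverse agonism mode: basal reporter luminescence in engineered HEK293 cells measured after one day of compound exposure at 37 deg C, with a 12 min room-temperature detection step.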
Numbers without * were called inactive; i = inactive; ? = inconclusive; . = not tested or not shown; & = joins results of further samples; [ ] = another dose, or the depositor's remark. Unless noted, calls come from the whole dose curve; as a rule, active = well fitted curve in the direction sought with a large enough effect; inconclusive = small, poorly fitted or top-dose-only effect, or another doubt; inactive = no such curve, though single readings can be large; an effect the other way counts as inactive or inconclusive. Some of the compounds tested; count on the stated rates, not on these rows.

nr | SMILES | D3 antag | TDP-43 yeast inh | GLP1R inv ag | aSyn rescue | KB-V1 cytotox | GLP-1R agonist | DRD3 agonist | HEK293 tox | PTHR1 ag
1 | CCOc1cc(C2C3=C(CCCC3=O)N(CC(=O)O)C3=C2C(=O)CCC3)ccc1OC | 10.5 | 13.3% | 5.5% | 2.7% | 10.8% | -3.6% | 5.9 | -8.6% | i
2 | O=S(=O)(c1cccc2cccnc12)N1CCCc2ccccc21 | 8.7 | -6.6% | -11.4% | 11.3% | -8.1% | 1.5% | 7.0 | 0.3% | -5.2%
3 | COc1ccc(C2C(C#N)=C(N)OC3=C2C(=O)CC(C)(C)C3)cc1 (stereo not given) | -18.5 | 3.8% | 14.2% | 2.6% | -6.8% | 13.4% | -4.0 | -2.6% | -1.4%
4 | O=C(Cn1ccc(=O)[nH]c1=O)Nc1ccc(C(=O)O)c(O)c1 | -1.8 | -6.1% | 5.4% | -2.1% | -6.3% | -4.8% | -1.3 | 0.3% | -3.9%
5 | O=C(O)c1cccc(CN2C(=O)SC(Nc3ccccc3)C2=O)c1 (stereo not given) | 8.0 | -5.0% | -2.4% | 16.7% | 6.7% | -2.0% | 0.7 | -0.1% | -5.0%[57.5 µM]
6 | COc1cccc(NC(=S)Nc2cc(C)cc(C)n2)c1 | 6.3 | 11.0% | ? | 1.5% | -21.2% | 6.4% | -3.8 | ? | -9.2%
7 | COc1ccccc1N1CCN(C(=O)c2cc(-c3ccc(Br)cc3)on2)CC1 | -10.0 | 19.4% | -3.3% | 2.5% | 3.2% | -4.7% | -5.9 | -4.2% | -43.4%[inhibitor]
8 | CCC1(c2ccccc2)NC(=O)N(CC(=O)N(C)CC(=O)Nc2c(C)cccc2C)C1=O (stereo not given) | 15.1 | -0.7% | -21.4% | -0.7% | -0.3% | 2.1% | 0.7 | 2.6% | i
9 | O=C1N=C(N2CCOCC2)S/C1=C1\C(=O)N(Cc2ccccc2)c2ccccc21 | 1.3 | 19.6% | 10.3% | 3.0% | ? | 0.7% | 1.0 | -9.3% | i
10 | CCc1ccc(-c2n[nH]nc2C2=CC(=O)C[C@H](c3ccc(F)cc3)C2)cc1 | -12.1 | ? | 8.91µM* | 10.7% | ? | -5.5% | 4.5 | -10.3% | -55.5%[inhibitor]
11 | Cc1cccc(NC(=S)N2CCC(c3nc4ccccc4o3)CC2)c1C | -1.2 | ? | ? | -5.2% | 6.7% | -0.6% | 8.8 | -11.6% | i
12 | Cc1cc(N)n(-c2ccccc2)n1 | 116.5 | 2.5% | -0.5% | -0.5% | 23.8% | -1.3% | 8.4 | 12.5% | i
13 | COc1ccc(-c2oc3c(c2C(=O)OCCO)C(OCCO)CCC3)cc1 (stereo not given) | ? | 12.9% | 15.6% | -11.3% | ? | 5.9% | -1.4 | 4.9% | -15.2%
14 | CCc1oc2ccccc2c1C(=O)CCN1CCCCC1 | -94.0* | 23.9% | 0.0% | -6.4% | -16.3% | 0.9% | -6.9 | -13.5% | ?
15 | Cc1c(C(=O)N2CCCCC2)c(S(=O)(=O)NCc2ccccc2Cl)c(C)n1C | -2.4 | 5.3% | 4.9% | 0.2% | -23.3% | -3.2% | -4.0 | -5.1% | -10.6%
16 | COc1cccc(-c2[nH]nc3c2C(c2ccsc2)C(C#N)=C(N)O3)c1 (stereo not given) | ? | 8.5% | 33.9%[activator] | -8.4% | 0.0% | -8.7% | 1.3 | -20.7% | -26.8%
17 | COc1ccccc1NC(=O)Cn1c(=O)n(-c2cccc(Cl)c2)c(=O)c2sc3ccccc3c21 | . | 9.2% | -2.3% | . | 25.6% | 0.3% | 8.0 | -9.3% | i
18 | CCn1nc(C(=O)OC2CCOC2=O)c2ccccc2c1=O (stereo not given) | -4.2 | -25.8% | -1.4% | -2.7% | 15.0% | 5.3% | -3.0 | 2.0% | i
19 | Cc1ccc(C(=O)COC(=O)c2cccc(NC(=O)c3ccc(Cl)cc3Cl)c2)cc1 | . | 19.8% | ? | . | ? | . | 21.6 | -13.3% | -19.0%
20 | CC1(C)CC(NS(=O)(=O)c2ccccc2)CC(C)(C)N1 | -2.4 | 6.5% | 3.9% | 0.5% | ? | -1.5% | -0.6 | 0.1% | -2.2%[57.5 µM]
21 | CCN(c1ccccc1)S(=O)(=O)c1cccc(C(=O)NCC(c2ccco2)N2CCCCC2)c1 (stereo not given) | ? | 6.8% | ? | 3.1% | -8.2% | 7.8% | -21.9 | 121.4%[activator] | -30.4%[inhibitor]
22 | CC(=O)NCC(=O)OC(C(=O)c1ccccc1)c1ccc(Cl)cc1 (stereo not given) | -9.1 | -7.1% | -7.0% | 1.9% | -5.7% | -0.4% | -2.1 | 2.3% | -7.4%
23 | COc1cccc(C(=O)NCCC2=CCCCC2)c1OC | -23.0 | 25.0% | ? | -2.8% | -27.1% | 9.0% | -0.5 | -17.9% | -9.6%
24 | Cc1cc(-c2ccc(C(C)C)c(S(=O)(=O)N3CCN(c4ccccc4)CC3)c2)on1 | ? | -6.7% | ? | 12.3% | 11.6µM* | 15.1% | -19.1 | -9.0% | -22.2%
25 | CC(=O)c1cn(N(C)c2ncc(C(F)(F)F)cc2Cl)c(=O)[nH]c1=O | -26.6 | -25.2% | -6.4% | -0.8% | 9.4% | 0.0% | -18.8 | -4.0% | -40.7%[inhibitor]
26 | Cc1ccc(-n2ncc(Cl)c2C(=O)NCc2ccccc2)cc1 | 19.9 | -7.6% | ? | -11.8% | 5.3% | 19.4% | 0.9 | 10.5% | -50.1%[inhibitor]
27 | COc1ccc(C(C)NC(=O)CC23CC4CC(CC(C4)C2)C3)cc1 (stereo not given) | -4.0 | ? | ? | 5.5% | 5.1% | 9.3% | -7.0 | -5.6% | i
28 | O=C(CN1CCN(c2ccc(F)cc2)CC1)NC(=O)NCc1ccco1 | 7.1 | -7.5% | 12.1% | -3.1% | -16.1% | 4.0% | -5.8 | 5.0% | -3.9%
29 | COc1ccc(CC(=O)NCCS(=O)(=O)N2CCN(c3ccccc3)CC2)cc1OC | 15.4 | 9.3% | 12.9% | 10.3% | 18.4% | -1.1% | 3.6 | 4.6% | -10.3%
30 | CCOc1ccc(OCC)c(NC(=O)c2c(C)nn(-c3ccccc3)c2-n2cccc2)c1 | . | 12.9% | 52.5%[activator] | . | -26.0% | . | 4.0 | 6.7% | i
31 | CCOc1ccc2ccccc2c1C1NC(=O)NC(C)=C1C(=O)OCCOC (stereo not given) | -12.1 | 3.2% | 1.9% | 1.7% | -7.4% | -1.0% | -25.5 | 7.7% | -7.5%
32 | COc1ccc(Cn2nnc3c(=O)[nH]c(C4CCN(C(=O)c5ccccc5Cl)CC4)nc32)cc1 | -22.4 | -6.5% | -3.7% | -8.8% | -2.3% | -0.4% | -6.0 | -2.0% | 3.4%[57.5 µM]
33 | COCCn1c(=O)[nH]c2cc(C(=O)N3CCN(c4ccc(Cl)cc4)CC3)ccc2c1=O | 12.5 | 5.5%&18.9% | 20.2%&6.2% | 0.6% | ? | 4.0%&-1.3% | 13.8&6.9 | 9.9%&7.0% | -42.9%&-34.6%[inhibitor]
34 | N#CCCN(Cc1cccs1)C(=O)c1ccc(Cl)cc1 | -2.0 | 4.0% | -10.0% | -3.0% | -14.1% | -3.1% | 3.3 | 6.2% | i
35 | COc1ccc(CC(=O)N2CCN(S(=O)(=O)c3ccc(Cl)s3)CC2)cc1 | -0.8 | 20.8% | 14.7% | 3.7% | 0.0% | 9.7% | -1.1 | -6.2% | -22.6%
36 | CNc1c(NS(=O)(=O)c2ccc(Br)cc2)c(=O)oc2ccccc12 | 11.6 | -8.7% | 4.9% | 1.7% | -4.9% | -1.2% | 4.6 | 6.1% | i
37 | NC(=O)CSc1nc2ccccc2c(=O)n1Cc1ccccc1 | -6.9 | 0.0% | 20.8% | -0.7% | 22.1% | -2.4% | -4.4 | -22.5% | -42.7%[inhibitor]
38 | Cc1ccc(-c2csc(NC(=O)CSc3nc(C)cs3)n2)cc1 | 28.1 | ? | 0.0% | -5.5% | 0.4% | 0.5% | -0.8 | 6.2% | -9.1%[57.5 µM]
39 | CCC(Cc1ccccc1)NC(=O)c1cc(S(=O)(=O)N2CCCCC2)c[nH]1 (stereo not given) | -7.3 | 19.4% | ? | -2.6% | 3.2% | 9.8% | -2.5 | 0.5% | -28.4%
40 | O=C(NCc1ccccc1)c1ccc(CS(=O)(=O)Cc2ccc(F)cc2)o1 | 20.1 | 12.2% | -1.3% | 5.2% | -24.4% | 7.7% | -4.7 | 0.5% | -34.6%[inhibitor]
41 | COc1ccc(C2C(C(=O)N3CCN(c4ccccc4F)CC3)c3ccccc3C(=O)N2C)cc1 (stereo not given) | 13.5 | ? | ? | 16.7% | -34.9% | 3.9% | 2.2 | ? | i
42 | CC(C#N)(CCc1ccccn1)CCc1ccccn1 | 9.7 | -8.6% | 8.4% | -0.7% | ? | 13.0% | -7.2 | -0.9% | i

Compounds from the list above containing a thiophene ring, fused or not:
nr | SMILES | D3 antag | TDP-43 yeast inh | GLP1R inv ag | aSyn rescue | KB-V1 cytotox | GLP-1R agonist | DRD3 agonist | HEK293 tox | PTHR1 ag
16 | COc1cccc(-c2[nH]nc3c2C(c2ccsc2)C(C#N)=C(N)O3)c1 (stereo not given) | ? | 8.5% | 33.9%[activator] | -8.4% | 0.0% | -8.7% | 1.3 | -20.7% | -26.8%
17 | COc1ccccc1NC(=O)Cn1c(=O)n(-c2cccc(Cl)c2)c(=O)c2sc3ccccc3c21 | . | 9.2% | -2.3% | . | 25.6% | 0.3% | 8.0 | -9.3% | i
34 | N#CCCN(Cc1cccs1)C(=O)c1ccc(Cl)cc1 | -2.0 | 4.0% | -10.0% | -3.0% | -14.1% | -3.1% | 3.3 | 6.2% | i
35 | COc1ccc(CC(=O)N2CCN(S(=O)(=O)c3ccc(Cl)s3)CC2)cc1 | -0.8 | 20.8% | 14.7% | 3.7% | 0.0% | 9.7% | -1.1 | -6.2% | -22.6%
